# HTRA1 inhibitor: blocks human HTRA1 serine peptidase. inhibition, % at 5.96 µM. 340,000 tested, 0.5% active. recombinant HTRA1, FP-rhodamine activity-based probe, fluorescence polarization. Q92743; in the data active = inhibition above about 36%;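 also: 0% = enzyme with DMSO and 100% = wells lacking enzyme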
# NR1D1 modulator: Rev-erb alpha (human) modulation | AID 1259318 | P20393 | 370,000 tested, 0.79% active | activity, % at 10 µM | Rev-erbα–FITC-DNA binding, fluorescence polarization, 90 min;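 active = activity above about 14%, limit read from the data; passing the limit was not always enough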;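 also: 0% = DMSO wells with 35 nM protein and 100% = DMSO wells with 750 nM protein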
# LEDGF integ inh: blocks HIV-1 LEDGF/p75-dependent DNA integration | 370,000 tested, 0.64% active | TR-FRET IN-LEDGF/p75 DNA integration, Eu/Cy5 | inhibition, % at 3.7 µM;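 active = inhibition above the screen-wide mean plus 3 SD, cut at about 13% in these data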;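 also: signal is the Cy5 over europium emission ratio at 671 and 618 nm; 0% = plate median of compound wells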
# mABHD4 FP: inhibits mouse alpha/beta hydrolase domain 4; Q8VD66; purified mABHD4, FP-Rh probe fluorescence polarization; inhibition, % at 8.92 µM; 370,000 tested, 0.54% active; AID 720543;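 active = inhibition exceeding the mean over every tested compound plus 3 SD, cut at about 30% in these data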;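 also: 0% = plate median of compound wells and 100% = S159A mutant with DMSO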
# Target sequence (Q8VD66 whole entry, looked up, the tested form may be a part): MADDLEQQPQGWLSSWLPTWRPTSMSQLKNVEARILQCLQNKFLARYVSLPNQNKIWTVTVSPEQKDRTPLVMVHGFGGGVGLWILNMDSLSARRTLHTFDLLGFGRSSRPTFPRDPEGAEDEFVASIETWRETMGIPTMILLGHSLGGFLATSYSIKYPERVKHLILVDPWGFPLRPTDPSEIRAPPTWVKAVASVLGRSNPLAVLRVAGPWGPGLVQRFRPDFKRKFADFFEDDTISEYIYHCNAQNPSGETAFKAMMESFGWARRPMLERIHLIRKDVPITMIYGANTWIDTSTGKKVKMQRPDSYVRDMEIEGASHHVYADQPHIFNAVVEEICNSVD
#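 system = mouse ABHD4 enzyme, wild type | medium = HEPES pH 7.0, NaCl, Pluronic buffer | also added = FP-Rh probe | incubation = Enzyme–compound pre-incubation 45 min, then probe 60 min, both 25 °C | technique = fluorescence polarization, excitation 525 nm, emission 598 nm, BODIPY TMR filters | controls = S159A mutant high control, sample median low control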
# PG9 binder: PG9 antibody binding by small molecule; TR-FRET gp120-PG9 antibody binding; inhibition, % at 6.7 µM; 360,000 tested, 0.43% active; AID 624416; in the data active = inhibition above about 8.5%
# rCAG binder: binds r(CAG) RNA repeats. r(CAG) RNA repeat, TO-PRO-1 dye displacement fluorescence. inhibition, % at 3 µM. 370,000 tested, 1.3% active. AID 651821;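 active = inhibition above the plate cutoff, the mean of all test compounds on that plate plus 3 SD, cut at about 35% in these data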;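 also: 0% = DMSO alone and 100% = 100 µM mitoxantrone as full dye displacement; higher means more dye released from RNA so lower well fluorescence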
# MBD2 inh: MBD2-methylated oligo binding inhibition; TR-FRET, MBD2 binding to methylated oligonucleotide; inhibition, % at 4.4 µM; 370,000 tested, 0.31% active; AID 686964; in the data active = inhibition above about 13%
# UHRF1 binding: human UHRF1 methylated DNA binding inhibitors. Q96T88. UHRF1 binding to methylated oligo, TR-FRET. inhibition, % at 4.4 µM. 370,000 tested, 0.75% active; in the data active = inhibition above about 21%;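 also: UHRF1 SRA domain binding a hemimethylated CpG hairpin DNA probe; 0% = median of test compound wells and 100% = reference inhibitor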
# Target sequence (Q96T88 whole entry, looked up, the tested form may be a part): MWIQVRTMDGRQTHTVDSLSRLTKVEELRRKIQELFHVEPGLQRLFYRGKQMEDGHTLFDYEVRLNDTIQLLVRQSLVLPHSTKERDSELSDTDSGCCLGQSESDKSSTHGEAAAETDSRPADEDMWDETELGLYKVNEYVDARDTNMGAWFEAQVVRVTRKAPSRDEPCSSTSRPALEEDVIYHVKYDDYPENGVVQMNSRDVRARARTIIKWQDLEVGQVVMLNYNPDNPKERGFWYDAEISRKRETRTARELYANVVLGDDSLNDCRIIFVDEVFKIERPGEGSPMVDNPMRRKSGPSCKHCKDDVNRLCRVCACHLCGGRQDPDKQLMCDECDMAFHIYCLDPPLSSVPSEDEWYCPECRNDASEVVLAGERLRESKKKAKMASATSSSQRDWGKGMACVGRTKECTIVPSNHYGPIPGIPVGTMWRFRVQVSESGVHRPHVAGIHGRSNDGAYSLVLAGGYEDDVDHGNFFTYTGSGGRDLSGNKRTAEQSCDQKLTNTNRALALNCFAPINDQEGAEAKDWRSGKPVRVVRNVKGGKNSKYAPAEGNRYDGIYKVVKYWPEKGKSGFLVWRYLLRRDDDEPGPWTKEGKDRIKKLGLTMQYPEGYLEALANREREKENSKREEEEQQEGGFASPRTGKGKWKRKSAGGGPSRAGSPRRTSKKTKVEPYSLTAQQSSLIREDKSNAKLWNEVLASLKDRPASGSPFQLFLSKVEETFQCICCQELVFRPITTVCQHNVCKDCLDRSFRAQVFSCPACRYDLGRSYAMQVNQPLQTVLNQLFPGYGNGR
# TCR CD3 inh: human TCR-CD3 binding inhibition; TAMRA-labeled TCR probe fluorescence, biochemical; inhibition, % at 9.4 µM; 360,000 tested, 0.37% active; AID 651800; in the data active = inhibition above about 19%;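 also: recombinant mutant TCR 2C K166C tagged with TAMRA read by polarization; 0% = receptor in buffer alone and 100% = receptor with positive control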
# PRMT1 FP inh: inhibitors of human PRMT1. Q99873. recombinant PRMT1, activity-based probe fluorescence polarization. inhibition, % at 2.79 µM. 370,000 tested, 1.3% active;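 active = inhibition above about 21% made by adding two undisclosed values, limit read from the data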
# * = called active by the depositor; . = no result given. A portion of the library; rates above refer to the full screens.
SMILES,HTRA1 inhibitor,NR1D1 modulator,LEDGF integ inh,mABHD4 FP,PG9 binder,rCAG binder,MBD2 inh,UHRF1 binding,TCR CD3 inh,PRMT1 FP inh
CCOC(=O)C1CCCCN1Cc1ccc(OC)c(OC)c1 (stereo not given),-5,3,6,5,-2.4,-4,-5,1,4,-1
CSc1ccc(S(=O)(=O)N(C)Cc2ccccc2)cc1,-19,8,-2,-7,-0.5,-3,-1,0,8,-2
Cc1ccc(Cn2ncc3c(N4CCN(CC#N)CC4)ncnc32)cc1,6,-3,2,-4,0.7,-3,-3,1,5,-3
N#C/C(N)=C(/C#N)N=Cc1cccc(Cl)c1,-3,0,3,-1,-3.4,3,-5,-3,5,-8
O=C1[C@H]2[C@H](C=CC[C@H]2C(=O)N2CCN(c3ccccc3)CC2)CCN1Cc1ccccc1,-2,0,0,0,1.6,-8,-7,0,-7,-1
O=C(O)CSCC(=O)N1CCN(c2cc(C(F)(F)F)nc3ccccc23)CC1,-1,-4,2,-2,-2.1,-3,0,0,-3,-1
COc1cccc(C(=O)NNc2c3ccccc3nc3ccccc23)c1,3,-10,-1,14,-6.3,32,0,-1,2,4
COCc1cccc(-c2csc(C(O)c3ccc(OC)cc3)n2)c1 (stereo not given),.,8,0,-11,-0.2,-1,3,-2,-5,-1
O=C(Nc1cccc(S(=O)(=O)N2CCCCC2)c1)c1ccc(Cl)nc1,-12,6,0,-1,-1.6,4,-1,-1,-7,-3
Cc1ccc(C(C(=O)NC2CCCCC2)N(CC2CCCO2)C(=O)CCCC(=O)Nc2ccccn2)cc1 (stereo not given),2,-1,1,1,0.5,0,0,-1,6,0
CCOC(=O)N/N=C/C=C/c1ccccc1,1,-2,-3,2,0.1,2,4,5,-9,0
O=C(c1ccc(-n2cnnn2)cc1)N1CCN(C(c2ccccc2)c2ccccc2)CC1,-3,-2,2,2,-0.8,1,4,1,-6,3
Cc1ccc(C)c(C(=O)COC(=O)c2n[nH]c3ccccc23)c1,-33,-3,-2,-3,-0.6,0,-4,0,5,-2
NC(=O)COC(=O)c1cccc2c1-c1ccccc1C2=O,0,4,2,6,0.5,1,0,-37,2,-2
COc1ccc(OC)c(/C=N/NC(=O)c2cccc3ccccc23)c1,1,-9,2,2,-1.5,1,1,0,4,-2
CCCCCCC#Cc1cncc(C(=O)NNC(=O)Nc2cc(Cl)cc(Cl)c2)c1,.,-8,-3,-3,-0.9,4,1,0,3,-2
O=C(COC(=O)/C=C/c1ccccc1[N+](=O)[O-])Nc1ccc(OC(F)F)cc1,5,-1,2,0,-4.6,6,-3,0,-8,-4
COc1cccc(NC(=O)CN(C)C(=O)CC2Sc3ccccc3NC2=O)c1 (stereo not given),4,9,-6,-8,1.1,1,2,-1,-3,2
Cc1ccc(NC2=C(Cl)C(=O)OC2OC(=O)c2ccco2)cc1C (stereo not given),-1,-1,1,4,0.3,7,1,1,6,0
O=C(CSc1nccn1Cc1ccc(F)cc1)NC1CCCC1,1,-10,2,7,-1.8,-5,1,1,9,-3
CCn1c(C(O)c2cc(OC)ccc2OC)nc2ccccc21 (stereo not given),5,-6,2,-3,1.5,-4,1,-1,4,-4
COc1ccc(NC(=S)N/N=C2\CC(C)(C)Oc3ccc(O)cc32)cc1,10,3,4,7,-2.8,3,-2,-4,8,6
COCCCn1c(SCc2cccc(OC)c2)nc2cc(OC)c(OC)cc2c1=N,-30,4,1,-12,-0.8,5,1,-3,4,0
CN(C(=O)C=Cc1ccco1)c1ccccc1,-2,-6,4,-3,0.4,7,-2,-2,-4,10
O=C(COC(=O)C1CC2C=CC1C2)Nc1ccc2c(c1)OC(F)(F)O2 (stereo not given),-7,-2,1,-2,-1.8,-5,-5,3,2,0
O=C(CCCc1c[nH]c2ccccc12)Nc1ncccc1O,-1,1,-3,3,-1.8,0,0,-3,6,-1
CN(CC(=O)NC(=O)Nc1ccccc1F)Cc1ccccc1F,6,-3,2,-3,-1.7,-1,-2,-1,0,-4
Cc1cccc(NC(=O)CN2CCN(C(=O)CNC(=O)c3ccc(-c4ccccc4)cc3)CC2)c1C,1,9,3,-13,1.4,7,0,0,-9,-5
COc1cc2c3c(c1)c(N=NC(N)=S)c(O)n3C(C)(C)C=C2C,16,3,0,1,-1.8,6,1,-2,-1,1
CCCC(=O)Nc1ccc2nc(C)n(Cc3ccccc3Cl)c(=O)c2c1,-15,5,-5,0,-1.9,7,-1,-1,-3,0
O=C1COc2ccc(S(=O)(=O)NCc3ccc(Cl)cc3)cc2N1,-2,-5,-3,6,1.2,1,3,0,-4,5
Cc1ccc(-c2nc3ncccc3o2)cc1NC(=O)Cc1ccc(Cl)cc1,-1,4,1,2,-3.5,2,-7,1,2,-3
O=C(COc1ccc(F)cc1Cl)N(Cc1nnc(-c2ccccc2Cl)o1)C1CC1,-15,-6,-4,5,-0.1,-3,2,2,3,0
O=S(=O)(Nc1nnc(C2CCCCC2)s1)c1ccc(F)cc1,0,-1,4,-2,-2.5,30,-6,2,9,-4
COC(=O)[C@]12C[C@H](CC(=O)N3CCSCC3)C(=O)N(CCc3ccc(OC)c(OC)c3)C1=C[C@H](C1CCCC1)O[C@@H]2C,.,4,-2,4,.,4,-1,0,.,1
Cc1ccc(C2=NNC3(CCOC(C)(C)C3)S2)cc1 (stereo not given),-5,5,2,10,-1.9,1,0,1,4,3
COc1ccc(C2O[C@@H](C)[C@@H]3C(=O)N4CCc5c([nH]c6ccccc56)[C@@H]4C[C@@H]3N2C)cc1 (stereo not given in full),.,-4,2,5,-2.4,2,-5,0,4,-2
CSc1ccccc1NC(=O)CN(C)C(=O)c1c(C)nn(Cc2ccccc2)c1C,2,-5,0,0,0.1,-1,2,-2,0,0
CC(=O)Nc1ccc(OCc2cnc(Cl)s2)cc1,-4,-7,-6,2,1.9,-1,2,1,-6,1
COc1ccc(-c2nnc(NC(=O)C(C)C)o2)cc1,3,6,2,-4,0.3,-1,1,3,-7,5
C[C@H](O)[C@@H]1CN2CCc3c([nH]c4c(-c5ccc6c(c5)OCO6)cccc34)[C@@H]2C[C@@H]1N(C)C(=O)Nc1ccccc1,.,-1,-1,10,.,13,-2,4,.,2
Cc1c(C#N)c2ncn(Cc3ccccc3)c(=O)c2n1-c1ccccc1,9,-5,-1,-6,-0.5,-9,-2,0,1,-3
O=C(NNC(=S)NC(=O)c1cccs1)c1cccnc1,4,-1,-5,9,0.8,0,1,-2,15,1
CC(=NC(C)C)C1=C(O)C(C)OC1=O (stereo not given),0,-2,1,-2,-2.2,0,0,6,-3,-2
CCN(c1ccccc1)S(=O)(=O)c1cccc(C(=O)OCC(=O)c2c(N)n(C)c(=O)n(C)c2=O)c1,-16,-2,4,-9,-1.4,6,-2,0,-1,-4
O=S(=O)(c1ccccc1)c1nc(-c2ccccc2Cl)oc1NCCCN1CCOCC1,-1,4,-2,-4,1.4,0,3,40*,-9,-5
Cc1ccc(-n2c(SCC(=O)N/N=C/C=C\c3ccccc3[N+](=O)[O-])nnc2-c2ccccc2)cc1,.,-3,5,-8,.,9,-7,-2,.,-3
Cc1cc(C)c(S(=O)(=O)N2CCN(c3ccccn3)CC2)c(C)c1,-13,-2,0,-8,-0.2,-3,3,3,-3,1
Cc1cc(C)c(OCCN(C)Cc2ccccc2)c(Br)c1,5,6,4,1,1.6,-2,-6,-2,-2,-8
CCc1nc2ccc(C(=O)NCCCn3ccnc3)cn2c1N(CC)Cc1cccc(Br)c1,.,4,-4,0,0.0,-1,3,1,-6,-1
CCSc1nnc(COc2ccccc2)n1CC,5,-5,1,-6,0.0,-6,-5,1,-1,-1
Cc1cccc(NC(=O)CN2C(=O)N/C(=C/c3ccc(C)s3)C2=O)c1,-13,6,1,-3,-0.9,6,0,3,11,0
CCOCCN1CCN(C(=O)CN2CCCC2=O)CC1,0,-3,-1,1,-0.2,-1,-1,-1,10,-2
COc1ccc(CN2CCC(n3nccc3NC(=O)CCCc3ccccc3)CC2)cc1C,-4,-1,-4,6,0.1,-10,10,2,0,1
COc1cccc(NC(=O)N2CCCC2C(=O)NC2CCCCC2)c1 (stereo not given),-1,-1,1,1,-0.2,-3,3,-1,5,-1
C/C(CC(=O)Nc1ccc2ccccc2c1)=N\NC(=O)c1cnccn1,-7,0,2,-16,-1.9,10,1,-3,2,1
Cc1oc(-c2ccc(Cl)cc2)nc1CN1CCCC(C(=O)NCCCN2CCCC2=O)C1 (stereo not given),-1,-4,-5,3,-0.7,-2,3,-2,2,-4
COCCn1nnnc1C(c1cccc(OC)c1OC)N1CCN(C2CCCCC2)CC1 (stereo not given),0,-1,5,1,1.2,-8,3,-3,0,-3
Cc1cccc(C)c1NC(=S)N(CCN1CCCCCC1)Cc1ccco1,0,-6,1,1,-1.5,-8,-3,-2,2,0
Cc1ccc(-c2nc3ccccc3nc2-c2ccccc2)cc1,-15,7,-3,-2,2.5,-4,-5,1,-3,5

# 4 entries already listed, ordered by molecular weight, ascending:
SMILES,HTRA1 inhibitor,NR1D1 modulator,LEDGF integ inh,mABHD4 FP,PG9 binder,rCAG binder,MBD2 inh,UHRF1 binding,TCR CD3 inh,PRMT1 FP inh
COc1ccc(CN2CCC(n3nccc3NC(=O)CCCc3ccccc3)CC2)cc1C,-4,-1,-4,6,0.1,-10,10,2,0,1
Cc1oc(-c2ccc(Cl)cc2)nc1CN1CCCC(C(=O)NCCCN2CCCC2=O)C1 (stereo not given),-1,-4,-5,3,-0.7,-2,3,-2,2,-4
CCc1nc2ccc(C(=O)NCCCn3ccnc3)cn2c1N(CC)Cc1cccc(Br)c1,.,4,-4,0,0.0,-1,3,1,-6,-1
C[C@H](O)[C@@H]1CN2CCc3c([nH]c4c(-c5ccc6c(c5)OCO6)cccc34)[C@@H]2C[C@@H]1N(C)C(=O)Nc1ccccc1,.,-1,-1,10,.,13,-2,4,.,2

# New compounds follow
SMILES,HTRA1 inhibitor,NR1D1 modulator,LEDGF integ inh,mABHD4 FP,PG9 binder,rCAG binder,MBD2 inh,UHRF1 binding,TCR CD3 inh,PRMT1 FP inh
O=C(O)Cc1sc(-c2cccnc2)nc1-c1ccc(Br)cc1,-8,2,1,-5,-2.1,10,-3,-4,-1,1
[O-]/C(=C(\C(=S)Nc1ccc(Cl)cc1)[n+]1ccccc1)c1ccc(OC(F)F)cc1,-4,0,1,11,0.3,2,6,6,4,3
Cn1nc(SCc2ccccc2)c(=O)n(C(c2ccccc2)c2ccccc2)c1=O,-25,-2,-2,-15,0.1,3,-6,1,-1,-6
CN(Cc1ccccc1)C(=O)c1cc2ccccc2o1,7,0,-2,-1,0.0,-4,10,14,7,0
O=C(N=NC(=O)c1ccco1)c1ccc2c(O)n(N3C(=O)c4ccccc4C3=O)c(O)c2c1,1,-8,3,-1,0.8,3,3,-6,4,-2
CCN(CC)C(=O)Cn1cnc2sc(C)c(S(=O)(=O)N3CCC(C)CC3)c2c1=O,-1,-3,-4,5,0.7,0,-9,2,8,3
C#Cc1ccc([C@H]2C=C(C(=O)NCc3ccccc3)O[C@@H](OCc3ccc(CO)cc3)C2)cc1,-66,-4,1,-13,-0.8,11,2,1,0,0
O=C1CC(N2CCN(Cc3ccc4c(c3)OCO4)CC2)C(=O)N1c1cccc(Cl)c1 (stereo not given),-16,-4,0,0,-0.2,2,1,3,4,2
CCOc1ccc(-c2nnc(Nc3ccc(OC)c(C(=O)N4CCCCC4)c3)c3ccccc23)cc1,-14,-7,1,0,-2.8,0,2,-4,6,-1
COc1cc2c(c(OC)c1OC)CCc1cnoc1-2,5,-6,7,-6,-2.6,-4,-3,-2,-1,0
Cc1nn(C)c(C)c1/C=C1/SC(=S)NC1=O,6,-2,2,-6,-3.1,1,-2,-3,-3,-4
